Compound activity: PubChem, several laboratories
TCR-CD3 inh: inhibitors of human TCR-CD3 interaction, primary screen, biochemical, fluorescence, TAMRA-labeled TCR probe. inhibition, % at 9.4 µM. 0.37% of 360,000 active. AID 651800, 2012; in the data active means inhibition above about 19%;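 further: recombinant mutant TCR 2C K166C tagged with TAMRA read by polarization; 0% = receptor in buffer alone and 100% = receptor with positive control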
MBD2 DNA inh: inhibitors of MBD2 binding to methylated DNA, primary screen, biochemical, TR-FRET, DNA-binding domain, human | Methyl-CpG-binding domain protein 2 (Homo sapiens), Q9UBB5 | MBD2 binding to methylated oligonucleotide | inhibition, % at 4.4 µM | 0.31% of 370,000 active; in the data active means inhibition above about 13%
Target sequence (Q9UBB5 whole entry, looked up, the tested form may be a part): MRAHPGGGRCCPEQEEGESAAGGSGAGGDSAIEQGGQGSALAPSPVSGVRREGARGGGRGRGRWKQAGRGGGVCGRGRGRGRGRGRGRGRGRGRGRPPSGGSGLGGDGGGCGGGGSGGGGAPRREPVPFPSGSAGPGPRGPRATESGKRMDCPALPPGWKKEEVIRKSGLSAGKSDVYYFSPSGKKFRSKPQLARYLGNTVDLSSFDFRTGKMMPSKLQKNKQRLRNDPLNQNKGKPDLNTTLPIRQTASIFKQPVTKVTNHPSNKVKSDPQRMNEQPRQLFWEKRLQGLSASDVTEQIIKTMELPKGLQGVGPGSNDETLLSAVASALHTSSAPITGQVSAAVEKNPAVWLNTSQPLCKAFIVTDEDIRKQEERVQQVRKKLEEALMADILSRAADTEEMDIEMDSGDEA
UHRF1 binding: UHRF1 methylated DNA binding inhibitors, primary screen, counter-screen for MBD2 inhibitor project, biochemical, TR-FRET, human UHRF1, single concentration; UHRF1 binding to methylated oligo; inhibition, % at 4.4 µM; AID 687016, 2013; 0.75% of 370,000 active; in the data active means inhibition above about 21%;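 further: UHRF1 SRA domain binding a hemimethylated CpG hairpin DNA probe; 0% = median of test compound wells and 100% = reference inhibitor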
PRMT1 FP inh: PRMT1 methyltransferase inhibitors, primary screen, biochemical, fluorescence polarization. Protein arginine N-methyltransferase 1 (Homo sapiens), Q99873. recombinant PRMT1, activity-based probe fluorescence polarization. inhibition, % at 2.79 µM. 1.3% of 370,000 active. AID 652257, 2013;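 active means inhibition above about 21% made by adding two undisclosed values, limit read from the data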
NPR2 activator: human GC-B receptor activators, primary screen, HEK293 GC-B cells, cGMP TR-FRET, EC30 CNP | 0% at EC30 CNP, 100% saturating CNP | Atrial natriuretic peptide receptor 2 (Homo sapiens), P20594 | AID 1920062, 2024 | activation, % at 10 µM | 0.11% of 370,000 active;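 active means activation at 10 µM reaching about 35% in either raw or pattern-adjusted values, limit read from the data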
HTRA1 inhibitor: HTRA1 serine protease inhibitors, primary screen, biochemical, fluorescence polarization, HTS; 0.5% of 340,000 active; Q92743; inhibition, % at 5.96 µM; recombinant HTRA1, FP-rhodamine activity-based probe; AID 504803, 2011; in the data active means inhibition above about 36%;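 further: 0% = enzyme with DMSO and 100% = wells lacking enzyme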
Target sequence (Q92743 whole entry, looked up): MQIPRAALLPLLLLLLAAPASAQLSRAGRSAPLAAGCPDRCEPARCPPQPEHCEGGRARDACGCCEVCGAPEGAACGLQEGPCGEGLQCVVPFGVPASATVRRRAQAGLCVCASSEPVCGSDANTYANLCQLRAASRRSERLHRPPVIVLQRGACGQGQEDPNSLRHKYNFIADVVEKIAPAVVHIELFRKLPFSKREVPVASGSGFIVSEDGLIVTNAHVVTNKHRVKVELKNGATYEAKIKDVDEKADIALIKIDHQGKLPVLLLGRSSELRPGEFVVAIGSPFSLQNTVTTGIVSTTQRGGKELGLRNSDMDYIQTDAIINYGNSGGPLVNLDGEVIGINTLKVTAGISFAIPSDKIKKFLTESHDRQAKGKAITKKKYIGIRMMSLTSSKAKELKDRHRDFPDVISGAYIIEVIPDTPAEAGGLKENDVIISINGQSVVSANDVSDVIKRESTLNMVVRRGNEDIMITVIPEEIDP
SIAE inh: human SIAE inhibitors, primary screen, biochemical, fluorescence polarization, FP-Rh probe, 1536-well HTS; Sialate O-acetylesterase (Homo sapiens), Q9HAT2; AID 1053197, 2014; inhibition, % at 9.66 µM; 0.69% of 370,000 active; SIAE FP-Rh probe binding;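 active means inhibition above a cutoff: mean of compounds within the control limits plus 3 SD of those, cut at about 17% in these data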;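 further: 0% = plate median of compound wells and 100% = probe without SIAE protein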
rCAG binder: binders of r(CAG) RNA repeats, primary screen, biochemical, fluorescence; r(CAG) RNA repeat, TO-PRO-1 dye displacement fluorescence; inhibition, % at 3 µM; 1.3% of 370,000 active;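 active means inhibition above the plate cutoff, the mean of all test compounds on that plate plus 3 SD, cut at about 35% in these data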;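 further: 0% = DMSO alone and 100% = 100 µM mitoxantrone as full dye displacement; higher means more dye released from RNA so lower well fluorescence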
GC-A act: GC-A stimulated cGMP production enhancers – HEK293 GC-A cells, cGMP TR-FRET, EC30 ANP, primary screen. Atrial natriuretic peptide receptor 1 (Homo sapiens), P16066. 0% at EC30 ANP, 100% saturating ANP. activation, % at 10 µM. 0.14% of 370,000 active. AID 1671463, 2021; in the data active means activation above about 40%
mABHD4 FP: ABHD4 inhibitors, primary screen, biochemical, fluorescence polarization, mouse | (Lyso)-N-acylphosphatidylethanolamine lipase (Mus musculus), Q8VD66 | purified mABHD4, FP-Rh probe fluorescence polarization | inhibition, % at 8.92 µM | 0.54% of 370,000 active;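 active means inhibition exceeding the mean over every tested compound plus 3 SD, cut at about 30% in these data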;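 further: 0% = plate median of compound wells and 100% = S159A mutant with DMSO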
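Assay system: mouse ABHD4 enzyme, wild type / Also added: fluorescent activity-based probe FP-Rh / Doses: single nominal dose of 8.92 µM, 0.89% DMSO final / Timing: 45 min compound pre-incubation plus 60 min probe step, 25 °C / Signal: FP readout, ex 525 nm / em 598 nm / Control set: S159A mutant/DMSO as 100%, compound-well median as 0%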
Starred values were filed as active, the others as inactive; nt = no result given. Only part of the results is shown; count on the stated rates, not on these rows.

SMILES | TCR-CD3 inh | MBD2 DNA inh | UHRF1 binding | PRMT1 FP inh | NPR2 activator | HTRA1 inhibitor | SIAE inh | rCAG binder | GC-A act | mABHD4 FP
O=C1[C@@H]2[C@@H]3C[C@@H]([C@H]4ON=C(c5ccc(Cl)cc5Cl)[C@@H]34)[C@@H]2C(=O)N1C1CCCCC1 | -2 | -7 | 0 | -2 | -1 | -22 | -12 | 0 | 0 | -6
Nc1ccc(Oc2c(Cl)cccc2Cl)nc1 | 5 | 2 | 0 | -2 | 2 | -1 | 3 | -3 | 4 | 4
COCCNC(=O)C1(C)CCCN(C(=O)c2cccc(C(F)(F)F)c2)C1 (centres undefined) | -5 | -2 | -2 | -3 | 2 | nt | -4 | 0 | 5 | 7
CCOc1ccc(NC(=O)NCC2CCN(Cc3ccc(F)cc3)CC2)cc1 | 3 | -3 | 2 | 0 | -3 | -3 | -3 | -9 | 2 | 6
N#Cc1ccc(C23CC4(C2)[C@H](CN(Cc2cccnc2)[C@@H]4c2ccccc2)C3c2ccccc2)cc1 (some centres undefined) | 3 | 2 | 0 | -3 | -10 | -46 | -5 | 10 | -12 | 2
COc1ccccc1N1CCN(CC(=O)Nc2ccnn2C2CCCC2)CC1 | -7 | 2 | 0 | 4 | -1 | -2 | 9 | -2 | 0 | -6
CCOC(=O)C(Sc1nnc(-c2ccncc2)o1)C(C)=O (centres undefined) | 0 | 1 | -5 | 3 | 3 | -3 | 3 | 0 | -2 | 0
CCCCCC/C(=N\NS(C)(=O)=O)c1ccccc1 | 7 | -3 | 1 | 1 | -2 | 1 | 4 | 1 | 0 | 12
Cc1ccc(CNC(=O)C2CCC(CNc3c(N4CCOCC4)c(=O)c3=O)CC2)cc1 (centres undefined) | 3 | -7 | 1 | -3 | -3 | 2 | 7 | 1 | -2 | -5
O=C(Nc1ccncc1)C1CCN(S(=O)(=O)c2ccccc2C(F)(F)F)CC1 | 7 | -1 | 1 | -3 | -1 | 8 | 5 | -3 | 1 | 1
CCN1CCCC1CNCc1ccc(Cl)cc1Cl (centres undefined) | 1 | 4 | 1 | 2 | 2 | -8 | -2 | -2 | 2 | -2
Cc1ccc(NC(=O)/C(=C\c2cccc(Br)c2)NC(=O)c2ccco2)cc1 | 4 | 4 | -4 | -2 | 1 | -20 | 4 | -1 | 7 | -4
CCCCn1c(N)c(N(CC(C)C)C(=O)C2CCN(S(=O)(=O)c3ccc(C)cc3C)CC2)c(=O)[nH]c1=O | -6 | 0 | 4 | 7 | 4 | 1 | -2 | -1 | 4 | 4
CC1=C(C(=O)OCCC#N)C(c2cc3c(cc2Br)OCO3)NC(=O)N1 (centres undefined) | 9 | -2 | -3 | -4 | 0 | 7 | 0 | 3 | -1 | 3
Cc1cc2c3c(c1)C1(SCC(=O)N1c1ccc(F)cc1)C(=O)N3C(C)(C)CC2C (centres undefined) | -2 | -1 | -1 | -1 | -11 | -29 | 0 | -1 | -20 | -9
O=C(NC(=S)Nc1ccccc1O)c1ccc(-c2ccc(Cl)cc2)o1 | 6 | -4 | -3 | -1 | -5 | -17 | 0 | 34 | -1 | 1
COc1cccc(/C=N/NC(=O)CNC(=O)COc2ccccc2)c1O | 0 | -8 | -3 | -4 | -1 | 4 | 4 | 5 | 3 | -1
Cc1cccc(N2CC(c3nc4ccccc4n3C)CC2=O)c1C (centres undefined) | -6 | -3 | -2 | -3 | 4 | 6 | 8 | 0 | 2 | 8
O=C(CNC(=O)c1ccc(Br)o1)NNC(=O)c1ccccc1 | 6 | 2 | -3 | -3 | 1 | 12 | 0 | 0 | 5 | 2
O=C(c1ccc2c(c1)OCCCO2)c1cccs1 | -2 | 2 | 4 | 3 | 2 | -2 | -5 | 0 | 7 | 4
CCOC(=O)N1CCC(NC(=O)CN(c2ccc(C(C)C)cc2)S(=O)(=O)c2c(C)nn(C)c2C)CC1 | 0 | 0 | -1 | 1 | 3 | 6 | 0 | -6 | 5 | -2
CCCS(=O)(=O)NC(=O)C1(C)CCN1C(=O)Cc1ccc(Cl)cc1Cl (centres undefined) | 1 | -8 | 0 | -5 | -2 | nt | -4 | 7 | 2 | -5
O=C(COc1ccc(Cl)cc1Cl)NCCN1CCCCC1 | 10 | 5 | 13 | 2 | 0 | -3 | -5 | 0 | -1 | -2
Cn1c(=O)n(C)c2cc(NS(=O)(=O)c3ccc(Cl)s3)ccc21 | 1 | 0 | 2 | 3 | 1 | 2 | 0 | 0 | 1 | 3
O=C(NCc1ccc(F)cc1)C(c1cccnc1)N(C(=O)c1csnn1)c1ccccc1 (centres undefined) | 3 | 6 | 1 | -2 | 3 | 1 | -9 | 0 | 4 | -2
O=C(NN1C(=O)NC2(CCCCC2)C1=O)c1ccc(-c2ccc(Cl)cc2)o1 | -4 | 8 | 0 | 6 | -3 | -12 | -7 | 10 | 5 | -26
O=C(Cc1ccccc1)N/N=C/c1ccccn1 | 3 | 1 | -3 | -2 | 6 | 1 | 0 | 1 | 1 | -2
COc1ccccc1C(=O)NCC1CCN(c2ccc(S(=O)(=O)N3CCOCC3)cc2)CC1 | -1 | 0 | 0 | 0 | -2 | 2 | -1 | -4 | -3 | 0
O=C1NC(=Nc2cccc(Cl)c2)SC1Cc1cccc(Cl)c1Cl (centres undefined) | 0 | 0 | -2 | 0 | -1 | -12 | -4 | 1 | 2 | 0
O=C(Nc1ncccn1)C1CCCCC1 | -6 | 1 | 6 | 7 | 3 | 2 | -5 | -2 | 4 | -11
CN(C1CCCCC1)S(=O)(=O)c1ccc(SCC(=O)NC(C)(C)C)nc1 | 0 | 2 | 1 | -1 | 1 | -5 | -4 | 0 | 0 | 4
Cc1sc2nc(C(C)Sc3n[nH]c(N)n3)[nH]c(=O)c2c1C (centres undefined) | 2 | 1 | 0 | -3 | -1 | nt | -15 | 12 | 0 | -5
CCCNC(=O)C1(C)CCCN(C(=O)c2cc(F)cc(F)c2)C1 (centres undefined) | 3 | -5 | -1 | 0 | 5 | nt | 1 | 1 | -2 | 6
CCOC(=O)[C@]12CCC=C1N(Cc1cccc3ccccc13)C(=O)[C@H](CC(=O)NCc1ccccc1)C2 | 3 | 3 | 18 | 0 | -1 | nt | -1 | 5 | -3 | -16
O=C(COc1ccc(-c2nnco2)cc1)N1CCN(S(=O)(=O)c2ccc3ccccc3c2)CC1 | 7 | -3 | -3 | -4 | -6 | -10 | 0 | -1 | -21 | -1
CC(C)(C)C(=O)Nc1nc(-c2ccccc2)ns1 | 9 | -3 | -3 | -2 | -2 | -1 | 1 | -1 | -2 | -4
O=C1NC[C@H](CC2CCCCC2)N(CCC23CC4CC(CC(C4)C2)C3)C1=O | 1 | 2 | -1 | -1 | 5 | nt | 7 | 2 | -2 | 11
CC(=O)n1c2c(c3ccccc31)OC(N)=C(C#N)C2c1ccc(C(C)C)cc1 (centres undefined) | 3 | -6 | -3 | -1 | nt | -7 | -3 | 4 | nt | 0
Cc1cc(N2CCNC[C@H]2C)ccc1N1C[C@@H](C)O[C@@H](C)C1 | 7 | -4 | -1 | -1 | -1 | nt | 5 | 3 | 0 | 4
COc1ccc(C2Nc3ccccc3C(=O)N2Cc2ccco2)cc1COc1c(C)cc(NC(C)=O)cc1C (centres undefined) | nt | 0 | 2 | 1 | -28 | nt | -18 | nt | -20 | -31

Next section, starting with the last two of the part before.
SMILES | TCR-CD3 inh | MBD2 DNA inh | UHRF1 binding | PRMT1 FP inh | NPR2 activator | HTRA1 inhibitor | SIAE inh | rCAG binder | GC-A act | mABHD4 FP
Cc1cc(N2CCNC[C@H]2C)ccc1N1C[C@@H](C)O[C@@H](C)C1 | 7 | -4 | -1 | -1 | -1 | nt | 5 | 3 | 0 | 4
COc1ccc(C2Nc3ccccc3C(=O)N2Cc2ccco2)cc1COc1c(C)cc(NC(C)=O)cc1C (centres undefined) | nt | 0 | 2 | 1 | -28 | nt | -18 | nt | -20 | -31
Cc1sc2ncn(CC(=O)NCCCC(=O)N3CCCCC3)c(=O)c2c1C | 7 | 3 | 3 | -1 | -1 | -4 | -3 | -2 | 0 | -4
CCCOc1ccccc1C1NC(=O)NC(C)=C1C(=O)OCc1ccccc1 (centres undefined) | 4 | -3 | -1 | -4 | -7 | -16 | -3 | -6 | -22 | -8
O=C(NCc1ccccc1)[C@@H]1CCCN1C(=O)[C@H]1CCCN1C(=O)C1CCCCC1 | -3 | 3 | -1 | 0 | 0 | nt | 11 | 0 | 3 | 4
O=C1CCN(CCCc2ccccc2)CCN1[C@H](CO)Cc1ccccc1 | -3 | 4 | 1 | -2 | 1 | -7 | 3 | -15 | 1 | -4
COc1ccc(Cl)cc1S(=O)(=O)NCc1cccs1 | 6 | 4 | -1 | -1 | -1 | -3 | -1 | -3 | -7 | -2
COc1ccc(/C=N/NS(=O)(=O)c2ccccc2)cc1OC | -1 | 2 | -4 | 2 | -1 | 3 | 10 | 0 | -4 | -5
CCC1(CC)C(=O)C2=C3C1[C@H](C(=O)OC)C=C(C(=O)OC)C[C@H]3[C@H]1C(=O)N(Cc3ccccc3)C(=O)[C@H]1[C@H]2C (some centres undefined) | 5 | -1 | -4 | -1 | -6 | 1 | 8 | 4 | 0 | 13
COc1cccc(C(=O)NC(C)C(c2cccs2)N2CCOCC2)c1 (centres undefined) | -2 | -4 | -2 | 4 | 3 | -4 | 6 | -1 | 2 | 7
COc1ccc(C(=O)NC2CCN(C(=O)NCc3ccccc3)CC2)cc1 | 3 | -5 | -1 | 2 | -6 | 4 | 7 | -2 | 6 | -5
CC(Sc1ccccn1)C(=O)NC1CCCC1 (centres undefined) | 2 | 5 | 0 | -3 | 2 | 1 | 1 | 2 | -1 | 3

Continued; it opens with the 3 that closed the last part.
SMILES | TCR-CD3 inh | MBD2 DNA inh | UHRF1 binding | PRMT1 FP inh | NPR2 activator | HTRA1 inhibitor | SIAE inh | rCAG binder | GC-A act | mABHD4 FP
COc1cccc(C(=O)NC(C)C(c2cccs2)N2CCOCC2)c1 (centres undefined) | -2 | -4 | -2 | 4 | 3 | -4 | 6 | -1 | 2 | 7
COc1ccc(C(=O)NC2CCN(C(=O)NCc3ccccc3)CC2)cc1 | 3 | -5 | -1 | 2 | -6 | 4 | 7 | -2 | 6 | -5
CC(Sc1ccccn1)C(=O)NC1CCCC1 (centres undefined) | 2 | 5 | 0 | -3 | 2 | 1 | 1 | 2 | -1 | 3
C=CC[C@@H](CC(=O)N[C@H](CO)Cc1ccccc1)C(=O)N[C@H](C)COC(=O)[C@@H](CC=C)CC(=O)OC(C)(C)C | 8 | -3 | 1 | 3 | -2 | -1 | -6 | -9 | 0 | -4
CC1=C(C(=O)N2CCCCC2)C2(CCC(C)CC2)OC1=O (centres undefined) | 4 | 1 | -1 | -1 | -10 | -1 | -4 | 1 | 4 | 12
CCOC(=O)c1nnn(CC(=O)Nc2cccc(OC)c2)c1C(=O)OCC | 5 | 2 | -3 | -1 | 1 | -2 | 4 | -4 | -1 | 3
CCc1c(C)sc(NC(=O)c2cc(C)on2)c1C#N | 2 | 0 | -4 | 2 | 7 | -1 | 8 | 2 | 1 | 2
